Assay outcomes from PubChem BioAssay.
USP2a inh: blocks human ubiquitin-specific protease USP2a | O75604 | USP2a enzymatic assay, qHTS inhibition | 60,000 compounds, 0.1% hits | Potency, µM (doses to about 38.3 µM), for the others: at the highest dose activity change, negative = inhibition, hits mostly inhibitors;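 further: potency means the concentration at half of the fitted maximal effect; nearly all actives have a fitted effect of over 60% in size; plate controls were DMSO for no effect and NEM full inhibition control for full effect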
Target sequence (O75604 whole entry, looked up): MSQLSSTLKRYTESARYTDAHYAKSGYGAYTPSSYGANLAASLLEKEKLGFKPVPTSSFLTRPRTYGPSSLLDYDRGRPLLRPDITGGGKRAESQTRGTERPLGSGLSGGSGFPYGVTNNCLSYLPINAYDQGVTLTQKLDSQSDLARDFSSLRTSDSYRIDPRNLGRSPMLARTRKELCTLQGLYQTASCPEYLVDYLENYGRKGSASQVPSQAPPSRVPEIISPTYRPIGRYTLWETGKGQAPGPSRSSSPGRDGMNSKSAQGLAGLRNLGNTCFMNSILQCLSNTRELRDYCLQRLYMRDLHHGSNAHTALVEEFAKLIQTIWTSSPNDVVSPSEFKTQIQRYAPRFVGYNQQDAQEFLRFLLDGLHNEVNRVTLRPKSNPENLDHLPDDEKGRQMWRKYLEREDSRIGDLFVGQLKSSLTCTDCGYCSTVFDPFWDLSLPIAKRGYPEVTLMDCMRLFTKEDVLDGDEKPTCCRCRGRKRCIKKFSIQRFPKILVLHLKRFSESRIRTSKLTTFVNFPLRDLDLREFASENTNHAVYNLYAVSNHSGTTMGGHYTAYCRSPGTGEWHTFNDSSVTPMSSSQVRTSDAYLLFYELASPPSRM
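USP2 core (20 nM final) was preincubated with compound for 30 min at RT in 20 mM Tris-HCl pH 8.0, 2 mM CaCl2, 2 mM beta-mercaptoethanol; Ub-PLA2 (20 nM) plus NBD C6-HPC (20 uM) then added, fluorescence read after 2.5 h.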
BRCT inh red: BRCT-phosphoprotein interaction inhibition (red fluorophore) | P38398 | BRCT-phosphopeptide binding, red fluorescence polarization | Potency, µM (series often up to 76.9 µM), for inactives: top-dose activity change, negative = inhibition, hits mostly inhibitors | 75,000 compounds, 0.03% hits | AID 892; further: on the % scale 0 is the no-effect control and ±100 the full control effect
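Fluorescence polarization: 100 nM His-tagged BRCA1 BRCT with 100 nM TAMRA-labelled phospho-BACH1 decapeptide, phosphate buffer pH 7.3 with 150 mM NaCl, DTT, 0.01% Tween 20; 12 min RT. Binding inhibition seen as FP decrease.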
Hsp90 Hop PPI: changes Hsp90-Hop TPR2A binding signal, up or down. AlphaScreen TPR2A-His6 binding biotin-Hsp90 C-terminal peptide. Potency, µM (highest dose often 57 µM), for inactives: top-dose activity change, negative = inhibition. 71,000 compounds, 0.44% hits. AID 595; active means well fitted curve in either direction with a large enough effect; inconclusive means small, poorly fitted or top-dose-only effect, or another doubt; further: potency means the concentration at half of the fitted maximal effect; on the % scale 0 is the no-effect control and ±100 the full control effect; many of its hits are not listed in these tables
UbGFP stabilizer: ubiquitin-GFP accumulation via proteasome inhibition. Ubiquitin-GFP reporter cells, proteasome inhibition, GFP fluorescence; response scale: untreated = 0%, 10 µM MG-132 = 100%. 67,000 tested, under 10 active. Potency, µM (doses to about 45.9 µM), for inactives: at the highest dose activation (GFP accumulation), most hits filed as activators; active means well fitted activation curve with a large enough effect, not every such curve was filed as active; inconclusive means small, poorly fitted or top-dose-only effect, or another doubt; inactive means no such curve, though single readings can be large or run the other way; further: potency means the concentration at half of the fitted maximal effect
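U2OS Ub(G76V)-GFP reporter; O/N plating, 0.5% FBS; cpd 46 uM–2.9 nM, 4 h, 37 °C; GFP+ cell count, 488/515 nm; norm. to basal vs 10 uM MG-132; CRC fit.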
CRE-bla Fsk: modulators of forskolin-stimulated CRE signaling in CHO cells | CHO CRE-bla reporter (cAMP response element driving beta-lactamase), forskolin EC10, beta-lactamase ratio | Potency, µM (doses to about 38.2 µM), for inactives: top-dose activity change, negative = inhibition, actives largely listed as activators | 71,000 compounds, 2.5% hits; active means well fitted activation curve with a large enough effect in the signal ratio, with a control signal flat, not every such curve was filed as active; inconclusive means small, poorly fitted or top-dose-only effect, or effect the other way, or a change in a side signal; the % refers to the signal ratio; further: potency means the concentration at half of the fitted maximal effect; % of control where 0% means no effect
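Cells were plated overnight at 37 °C, exposed to compound titrations plus EC10 NKH 477 for 3 h, then given CCF4 dye for 2 h at room temperature. Blue/green (460/530 nm) ratio was converted to %Activity and AC50 values calculated.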
Epigenetic mod: epigenetic modulators derepressing GFP locus in mouse cells. mouse C127i GFP locus derepression, cytometry, 30 h. Potency, µM (top dose mostly 46.1 µM), for the others: top-dose GFP derepression (activation). 68,000 compounds, 0.09% hits; further: % of control where 0% means no effect
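Read-out is the number of GFP-positive cells, scored as fluorescent objects 20 to 120 um wide, reflecting derepression of a silenced CMV-GFP reporter in murine C127i cells after 30 h compound exposure at 37 C.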
HBB splicing: hemoglobin beta splicing modulation | HBB splicing reporter cell assay, activation; EGFP reporter with mutant IVS2-654 intron; response scale: normalised to 500 nM splice-correcting PNA | Potency, µM (series often up to 46.1 µM), without a hit: at the highest dose activation, actives largely listed as activators | 65,000 compounds, 0.06% hits; further: potency means the concentration at half of the fitted maximal effect; 0% is about no effect
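Compounds were applied for 2 days to HeLa EGFP-654 cells, 500/well in Optimem with 2% FCS. The reporter's EGFP is disrupted by mis-splicing of beta-globin intron IVS2-654. Readout: summed well GFP fluorescence from 488 nm laser scanning; reference was 500 nM antisense […] 654 PNA.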
BRCT PPI green: BRCA1 BRCT-phosphoprotein interaction inhibition; BRCA1 BRCT-phosphopeptide binding, green fluorescence polarization; 75,000 compounds, 0.05% hits; Potency, µM (titrated, usually from 76.9 µM), for the others: top-dose activity change, negative = inhibition, actives largely listed as inhibitors; P38398;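 further: potency means the concentration at half of the fitted maximal effect; plate controls were peptide without protein for full effect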
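Fluorescence polarization: His-tagged BRCT (~35 kDa BRCA1 C-terminus, 250 nM) bound to 100 nM fluorescein-labeled phosphorylated 10-aa BACH1 peptide, pH 7.3 phosphate buffer with DTT and Tween 20. Compounds incubated 12 min at room temperature; inhibition read as lowered polarization.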
HADH2 inhib: inhibitors of human HADH2 dehydrogenase; 73,000 compounds, 3.4% hits; Potency, µM (top dose mostly 57.1 µM), without a hit: at the top dose activity change, negative = inhibition, most hits filed as inhibitors; AID 886; recombinant HADH2, NADH fluorescence, beta-hydroxybutyryl-CoA; further: potency means the concentration at half of the fitted maximal effect; on the % scale 0 is the no-effect control and ±100 the full control effect; nearly all actives have a fitted effect of over 60% in size; many of its hits are not listed in these tables
Target sequence (Q99714 whole entry, looked up, one chain of several): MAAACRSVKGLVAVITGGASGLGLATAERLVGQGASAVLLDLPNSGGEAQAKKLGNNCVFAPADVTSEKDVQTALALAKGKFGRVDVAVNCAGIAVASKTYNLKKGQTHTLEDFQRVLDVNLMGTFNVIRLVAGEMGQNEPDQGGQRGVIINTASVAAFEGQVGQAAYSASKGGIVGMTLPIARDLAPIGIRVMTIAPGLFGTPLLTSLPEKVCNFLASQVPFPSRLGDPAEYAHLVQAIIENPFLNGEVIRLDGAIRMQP
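His-tagged recombinant enzyme from E. coli, 20 nM, preincubated 15 min RT with compound; reaction started with 1 mM NAD+ and 90 uM beta-hydroxybutyryl-CoA in 100 mM Tris-HCl pH 9.0. NADH fluorescence (ex 360/em 450) read over 4 min; last-minus-first difference.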
15-hLO inh: inhibitors of human 15-lipoxygenase (ALOX15); purified 15hLO-1, xylenol orange hydroperoxide absorbance; Potency, µM (highest dose often 57.1 µM), inactives show top-dose activity change, negative = inhibition, actives largely listed as inhibitors; 74,000 compounds, 1.4% hits; further: potency means the concentration at half of the fitted maximal effect; on the % scale 0 is the no-effect control and ±100 the full control effect; nearly all actives have a fitted effect of over 55% in size
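Readout: Fe(III)-xylenol orange absorbance, 573-to-405 nm ratio as reaction progress. Enzyme 40 nM purified human 15hLO-1, substrate 50 uM arachidonic acid, 6 min RT after 15 min compound preincubation; Hepes pH 7.5 buffer with Triton X-100.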
Pol III holo inh: blocks replication by bacterial DNA polymerase III holoenzyme | reconstituted DNA polymerase III holoenzyme replication, biochemical | Potency, µM (titrated, usually from 57.1 µM), for inactives: top-dose activity change, negative = inhibition | 71,000 compounds, 0.25% hits | AID 603; further: potency means the concentration at half of the fitted maximal effect; on the % scale 0 is the no-effect control and ±100 the full control effect
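Reconstituted *E. coli* holoenzyme (0.35 nM Pol III, 1 nM beta, 154 nM SSB, 2 nM primase) was preincubated with compound for 15 min at RT. Synthesis on 1.4 nM ssM13Gori ran 35 min, then was stopped with PicoGreen/EDTA and read as dsDNA fluorescence.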
The depositor's hits bear a star; ? = inconclusive; · = not tested or not shown; [ ] = remark or other dose. Unless noted, the call rests on the fitted dose curve; in most records, active means well fitted curve in the direction sought with a large enough effect; inconclusive means small, poorly fitted or top-dose-only effect, or another doubt; inactive means no such curve, though single readings can be large; an effect the other way counts as inactive or inconclusive. Some of the compounds tested, so the mix of outcomes need not match the whole.

Below each SMILES: Hsp90 Hop PPI, HADH2 inhib, CRE-bla Fsk, UbGFP stabilizer, USP2a inh, BRCT inh red, BRCT PPI green, Pol III holo inh, Epigenetic mod, 15-hLO inh, HBB splicing
CC1CCCCC12NC(=O)N(Cn1nnc3ccccc3c1=O)C2=O (configuration not stated)
    1%, 3%, ?, -2%, -10%, -0.2%, -5.6%, -4%, 0%, 12%, -1.8%
CC(C)n1c(SCC(=O)N2CCCC2)nc2c1c(=O)n(C)c(=O)n2C
    -4%, 2%, ?, -1%, 0%, 0.0%, -1.2%, -1%, 2%, -3%, 2.0%[57.5 µM]
CC(=O)c1ccccc1[N+](=O)[O-]
    0%, 3%, -10%, ·, ·, 0.7%, 2.9%, -3%, ·, 4%, 0.2%
CSC1=NC2(CCCCC2)C2=C(CCCC2)N1
    3%, -22%, -1%, -4%, -14%, 0.2%, -0.7%, -7%, -3%, -14%, 0.6%
Cc1ccc2cc(C(c3nnnn3C3CCCC3)N(Cc3ccccc3)Cc3ccco3)c(=O)[nH]c2c1 (configuration not stated)
    -6%, -6%, -2%, -2%, ·, -0.5%, 3.8%, -4%, 3%, -6%, 0.1%[57.5 µM]
O=c1c(CCc2ccccc2)nc2cncnc2n1Cc1ccccc1Cl
    -5%, 4%, -2%, 1%, 209%[activator], 1.3%, -0.2%, -2%, -3%[9.22 µM], -28%, 0.8%
COc1ccc(CN(C)CC(=O)c2c(N)n(Cc3ccccc3)c(=O)n(C)c2=O)c(OC)c1
    10%, 11%, -7%, 4%, 7%, 1.0%, 0.5%, -6%, -1%, 5%, -0.6%[57.5 µM]
O=C(CCSc1ccccc1)NCCN1CCOCC1
    0%, ?, -3%, -12%, -3%, -1.4%, 0.0%, -2%, 0%, -19%, 0.5%
Cc1nn(-c2ccccc2)c2c1C1(C(=O)N(C(C)C)c3ccccc31)C(C#N)=C(N)O2 (configuration not stated)
    -3%, -19%, ?, 1%, 38%[activator], -1.7%, -0.8%, -9%, 0%, -2%, 3.9%[57.5 µM]
CCOC(=O)C1CCCN(C(=O)c2cc(-c3ccccc3)on2)C1 (configuration not stated)
    -1%, -2%, ?, -7%, 4%, -1.2%, -1.1%, -1%, 4%, 12%, 2.2%
OC(CNCc1ccco1)COc1ccccc1 (configuration not stated)
    -3%, 5%, -1%, -17%, 1%, 0.2%, -0.6%, 0%, -2%, 14%, -0.3%[9.22 µM]
O[C@H](c1cc(C(F)(F)F)nc2c(C(F)(F)F)cccc12)[C@H]1CCCCN1
    -1%[26 µM], 4%[25.6 µM], -15%[17.1 µM], -1%[20.5 µM], 0%[17.1 µM], 0.2%[34.4 µM], -2.8%[34.4 µM], 5%[25.6 µM], 14%[20.6 µM], 13%[25.6 µM], -0.7%[20.6 µM]
CC(C)C(=O)Nc1ccccc1N1CCN(C(=O)c2ccccc2)CC1
    -8%, 9%, 19%, -5%, 15%, -2.6%, 0.7%, -7%, 0%, -8%, -1.6%
O=C(c1c[nH]c2ccc(S(=O)(=O)N3CCC4(CC3)OCCO4)cc2c1=O)N1CCOCC1
    0%, 25µM*, 3%, 1%, 5%, -5.4%, -1.2%, -4%, 2%, 3%, -2.1%
O=C(/C=C\c1ccc2c(c1)OCO2)c1ccc(F)cc1
    ·, -7%[11.4 µM], ·, ·, ·, 2.3%[15.4 µM], -0.7%[15.4 µM], ·, ·, 3%[11.4 µM], 3.0%[9.22 µM]
N[C@@H](Cc1ccccc1)C(=O)O
    -2%[11 µM], 5%[11.4 µM], 0%[7.6 µM], 8%[9.17 µM], 4%, -0.3%[15.4 µM], 5.2%[15.4 µM], -7%[11.4 µM], 2%[9.22 µM], 4%[11.4 µM], -0.9%[9.22 µM]
CC(=O)c1cc(OC(=O)N2CCOCC2)ccc1OC(=O)N1CCOCC1
    ?, 18%, 1%, 7%, -3%, 0.8%, 1.1%, 1%, -1%, -8%, ·
CCCn1c(=O)c2ccccc2n2c(SCc3nnc(-c4ccccc4Br)o3)nnc12
    0%, -3%, 6%, 1%, 23%, -0.4%, 0.1%, 11%, 0%, 6%, -0.2%[57.5 µM]
O=C(O)C1CC=CCC1C(=O)NCc1cn2ccccc2n1 (configuration not stated)
    -14%, 19%, 4%, -7%, ·, 0.2%, 0.5%, -2%, ·, 20%, 0.7%
Cc1nn(-c2ccccc2)c2sc(C(=O)n3cccn3)cc12
    -4%, 2%, ?, -12%, ·, 2.5%, -0.4%, 2%, -4%, 3%, 0.1%
O=C1C2C3C=CC([C@@H]2C(=O)N1c1nccs1)C31CC1 (some centres not stated)
    -1%, -6%, -25%, ·, 2%, 0.4%, 0.0%, -3%, 0%, 9%, -0.6%[0.369 µM]
COC(=O)COc1ccc2occ(C(C)=O)c2c1
    0%, -1%, -6%, -3%, -2%, 0.6%, 0.9%, 2%, 5%, 1%, -0.5%
COc1cccc(NC(=O)Cn2c(=O)n(CCCC(=O)NCc3ccco3)c(=O)c3ccccc32)c1
    1%, 3%, ?, 0%, 25%, 0.0%, -0.5%, -5%, 1%, 0%, -1.0%
O=C(O)C1C2C=CC(C2)C1C(=O)N1CCOCC1 (configuration not stated)
    3%, 4%, ?, ?, -2%, 0.6%, -1.1%, 0%, 0%, 0%, 1.3%
CCOC(=O)N1CCN(C(=O)c2ccc3c(SCC(=O)O)c4c(nc3c2)CCC4)CC1
    -5%, -25%, -7%, 2%, ·, -4.2%, 1.3%, -5%, ·, -12%, 0.2%
N#CCSc1nc2scc(-c3cccs3)c2c(=O)n1CCc1ccccc1
    1%, -1%, 2.5µM*, 7%, 57%[activator], 2.3%, 2.8%, 1%, 0%, -15%, -1.1%
COc1ccc2[nH]c(=O)c(-c3noc(-c4ccccc4)n3)cc2c1
    -4%, -28%, 5%, -4%, 4%, -0.5%, 0.3%, -6%, 6%, -2%, -1.2%
CCC(c1nnnn1CCc1ccccc1)N1CCN(c2ccc(OC)cc2)CC1 (configuration not stated)
    -7%, 8%, 6%, 0%, 67%[activator], -2.4%, -0.3%, -2%, 0%, 1%, ·
Cc1[nH]c(N)nc(=S)c1CCCNc1ccccc1
    -10%[11 µM], -16%[11.4 µM], -6%[7.6 µM], 5%[9.17 µM], ·, 0.6%[15.4 µM], 1.2%[15.4 µM], -10%[11.4 µM], 2%[9.22 µM], -9%[11.4 µM], 0.0%[9.22 µM]
CC1CN(C(=O)c2cc(S(=O)(=O)N3CCCC3)c(Cl)cc2Cl)CC(C)O1 (configuration not stated)
    -2%, 11%, 0%, 2%, 12%, -0.9%, -0.5%, -5%, 0%, -5%, -0.1%
COc1ccccc1-c1cc(NCc2cccc(C)c2)ncn1
    3%, 0%, ?, -3%, 32%, -0.2%, -0.7%, -4%, 0%[9.22 µM], 9%, 0.5%
COc1cc(NC(=O)C2CC(=O)NC3=C2C(=O)CC(C)(C)C3)c(OC)cc1Cl (configuration not stated)
    5%, -10%, 0%, -6%, 3%, -1.7%, -1.9%, -3%, 0%, -27%, -2.6%
COc1ccc(NC(=O)C2C(=O)N(CCO)C3(C)CC2c2ccccc2O3)cc1 (configuration not stated)
    1%, 6%, -4%, 1%, 10%, -1.3%, -6.4%, 3%, 1%, 0%, -2.4%
Cc1ccc(CCNC(=O)C2CCN(S(=O)(=O)N3CCC4(CC3)OCCO4)CC2)cc1
    0%, 12%, -19%, 7%, 4%, -2.1%, -1.3%, 0%, -2%, -9%, -2.0%
CCC1(CC)C(=O)NC(=O)NC1=NCCc1ccc(O)cc1
    -4%, ?, ?, -6%, 4%, 1.3%, -0.9%, -2%, 0%, -5%, 6.0%[1.84 µM]
CC[N+](C)(C)c1cccc(O)c1
    2%[26 µM], -7%[25.6 µM], 4%[17.1 µM], -11%[20.5 µM], -7%, -1.9%, -2.4%[3.08 µM], -2%[25.6 µM], -4%[20.6 µM], -1%, 1.0%[20.6 µM]
COCCn1c(COc2ccc(OC)cc2)nc2ccccc21
    -3%, -2%, -7%, 3%, 8%, -1.8%, 0.3%, 1%, -3%, 4%, -0.8%
